Assay outcomes: PubChem, several laboratories
NOD2-RIPK2 inh = blocks binding of human NOD2 to RIPK2; CHO BLA complementation NOD2-RIPK2, CCF4 ratio; O43353; actives 0.38% (n = 360,000); AID 624267; inhibition, % at 4.98 µM; in the data active = inhibition above about 21%;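 also: 0% = vehicle only and 100% = reference blocker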
ABHD5-PLIN5 inh = blocks binding of human ABHD5 to perilipin-5. Q00G26+Q8WTS1. Split G. princeps luciferase complementation, luminescence, 4 h. inhibition, % at 4 µM. actives 0.78% (n = 360,000). AID 602281;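 active = inhibition above the mean inhibition across every tested compound plus 3 SD, cut at about 22% in these data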;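 also: 0% = DMSO only wells and the 100% control is not disclosed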
LRH-1 inv ag = NR5A2 inverse agonism in reporter assay. HEK293T StAR-luciferase reporter, LRH-1 transfected, 24 h. inhibition, % at 3.6 µM. actives 0.13% (n = 360,000);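 active = inhibition above the mean inhibition of all tested compounds plus 3 SD, cut at about 73% in these data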;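 also: 0% = DMSO wells and 100% = reporter-only cells lacking LRH-1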
Target sequence (O00482 whole entry, looked up): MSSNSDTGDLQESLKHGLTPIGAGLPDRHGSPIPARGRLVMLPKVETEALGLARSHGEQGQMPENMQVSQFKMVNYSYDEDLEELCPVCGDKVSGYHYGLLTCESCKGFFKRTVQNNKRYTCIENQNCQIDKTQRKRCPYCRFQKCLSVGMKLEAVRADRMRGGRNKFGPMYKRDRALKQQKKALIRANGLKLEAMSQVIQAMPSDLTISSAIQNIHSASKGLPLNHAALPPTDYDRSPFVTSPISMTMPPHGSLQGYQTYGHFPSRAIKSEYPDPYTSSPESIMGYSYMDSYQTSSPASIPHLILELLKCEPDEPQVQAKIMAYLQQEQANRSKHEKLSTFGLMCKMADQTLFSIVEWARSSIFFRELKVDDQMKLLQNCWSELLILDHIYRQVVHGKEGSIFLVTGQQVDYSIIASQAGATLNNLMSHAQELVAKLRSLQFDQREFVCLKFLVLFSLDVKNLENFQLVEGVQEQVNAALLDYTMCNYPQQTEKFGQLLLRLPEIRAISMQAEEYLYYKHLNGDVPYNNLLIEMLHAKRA
MC4R antagonist = antagonists of human melanocortin 4 receptor (MC4R); inhibition, % at 6.5 µM; actives 0.48% (n = 360,000); P32245; MC4R-expressing cells, MTII-stimulated cAMP, LANCE TR-FRET;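 active = inhibition above its plate's cutoff, the mean of tested wells on that plate plus 3 SD, cut at about 29% in these data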;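 also: 0% = Melanotan II alone and 100% = Melanotan II plus saturating MCL0020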
Target sequence (P32245 whole entry, looked up): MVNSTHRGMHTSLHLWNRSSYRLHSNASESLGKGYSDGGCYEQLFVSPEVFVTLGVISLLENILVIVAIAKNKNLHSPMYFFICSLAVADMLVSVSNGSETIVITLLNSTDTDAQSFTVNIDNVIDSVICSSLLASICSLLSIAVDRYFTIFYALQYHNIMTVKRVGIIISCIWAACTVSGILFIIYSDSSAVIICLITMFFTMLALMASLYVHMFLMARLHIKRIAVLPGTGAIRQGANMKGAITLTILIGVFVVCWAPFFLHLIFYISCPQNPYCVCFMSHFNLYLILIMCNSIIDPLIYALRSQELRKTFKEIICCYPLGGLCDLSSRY
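Material: U2OS-MC4R stable cell line | Reagent: Melanotan II challenge after compound preincubation | Doses: One concentration, 6.5 µM nominal | Incubation: 30-min compound preincubation, 1-h Melanotan II challenge, 1-h detection, room temperature | Signal: TR-FRET cAMP assay | Replicates: One well per compound, no replicates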
COUP-TFII inh = inhibitors of human COUP-TFII (NR2F2) | P24468 | HEK293T NGFI-A luciferase reporter, luminescence | inhibition, % at 8.6 µM | actives 0.7% (n = 370,000);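 active = inhibition above a per-plate cutoff, mean inhibition of test wells between control levels plus 3 SD, cut at about 38% in these data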;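 also: cells cotransfected with COUP-TFII expression vector driving the NGFI-A reporter; 0% = median of COUP-TF2 test wells and 100% = reporter-only cells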
MC4R barr agon = agonists of human melanocortin 4 receptor (MC4R) beta-arrestin; P32245; actives 0.98% (n = 360,000); activation, % at 8.9 µM; U2OS MC4R beta-arrestin complementation, luminescence; percent of melanotan II response, DMSO zero;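 active = activation above a per-plate cutoff, the mean activation of sample wells on that plate plus 3 SD, cut at about 8% in these data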
NCOA1 inh = inhibits human SRC1 coactivator | Q15788 | HEK293 GAL4-SRC1 luciferase reporter, luminescence | inhibition, % at 3.6 µM | actives 0.12% (n = 360,000) | AID 588354;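 active = inhibition above the campaign mean plus 3 SD, with each screening campaign given its own cutoff, cut at about 60% in these data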;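 also: 0% = DMSO treated cells and 100% = gossypol at 36 µM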
TLR9-MyD88 block = blocks human TLR9 binding to MyD88; Q9NR96+Q99836; CHO BLA complementation TLR9-MyD88, CCF4 FRET ratio; inhibition, % at 4.98 µM; actives 0.21% (n = 340,000);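 active = inhibition above the mean over all tested compounds plus 3 SD, cut at about 21% in these data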;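 also: 0% = DMSO only wells and 100% = clavulanate BLA inhibitor control wells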
SRC2 inh = inhibits human steroid receptor coactivator 2; Q15596; inhibition, % at 9 µM; actives 0.17% (n = 370,000); HEK293 GAL4-SRC2 luciferase reporter, luminescence;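 active = inhibition above the mean inhibition of all tested compounds plus 3 SD, set per campaign, cut at about 52% in these data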;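 also: 0% = DMSO treated cells and 100% = cells given Gossypol at 36 µM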
EBV LMP1 NFkB = Epstein-Barr LMP1 NF-kappaB reporter inhibition. inhibition, % at 12.5 µM. actives 0.69% (n = 350,000). AID 504558. LMP1-induced NF-kappaB luciferase reporter cells, luminescence; in the data active = inhibition above about 41%;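 also: 0% = neutral control wells and 100% = reference inhibitor control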
NCOA3 inh = inhibits human SRC3 coactivator; Q9Y6Q9; HEK293 GAL4-SRC3 luciferase reporter, luminescence; inhibition, % at 3.6 µM; actives 0.17% (n = 360,000);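 active = inhibition above a per-campaign cutoff, the mean of all compounds plus 3 SD, cut at about 60% in these data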;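 also: 0% = DMSO-treated cells and 100% = gossypol-treated cells at 36 µM; higher means less SRC3-driven luciferase light from the GAL4 reporter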
Starred values were filed as active, the others as inactive; nt = no result given. These rows are one share of the data; the hit share may differ from the screen's.

SMILES	NOD2-RIPK2 inh	ABHD5-PLIN5 inh	LRH-1 inv ag	MC4R antagonist	COUP-TFII inh	MC4R barr agon	NCOA1 inh	TLR9-MyD88 block	SRC2 inh	EBV LMP1 NFkB	NCOA3 inh
O=C(NCCCN1CCOCC1)c1ccc(Cl)c(S(=O)(=O)N2CCCCCC2)c1	-9	2	23	7	-3	1.4	16	-9	25	3	20
COc1ccccc1N(CC(O)COc1ccc(C)cc1)S(=O)(=O)c1ccccc1 (configuration not stated)	-13	-7	14	-1	-9	0.0	-23	3	2	-10	6
Nc1ccn(CC(=O)NCCc2ccccn2)c(=O)n1	-9	5	4	-5	8	-0.2	-10	-8	12	-7	1
O=C(NCCNC(=O)c1cccnc1)c1ccc(Br)cc1	-10	-6	-6	1	-2	-3.2	-7	-13	18	-2	-34
S=c1[nH]ncn1/N=C/c1ccco1	-1	-3	-21	-4	-7	-3.7	-15	-4	-3	7	-7
O=C(COc1ccc(Cl)cc1)Nc1nnc(-c2ccco2)o1	-13	-1	4	-5	-1	-1.2	-21	-1	-18	1	-4
CC1(C)CC2(CC(C)(C)NC(=O)N2)NC(=O)N1	13	2	31	2	0	-0.3	4	-4	-13	1	4
NC(=O)c1cc(S(=O)(=O)NCc2cccs2)cs1	1	-4	-21	2	3	-0.4	-1	-6	-52	1	14
O=C1CC(C(=O)Nc2ccccc2)N=C(N2CCCCC2)N1 (configuration not stated)	5	5	-5	11	-6	-2.3	2	8	-21	-17	-5
CC(=O)Nc1ccc(Sc2ccccc2C(=O)N2CCCC2)cn1	6	-3	9	32*	-13	0.6	-16	-14	0	-2	-4
CCOC(=O)c1sc(NC(=O)c2ccc(Br)o2)cc1C	-1	-2	-179	11	-24	-1.8	-137	12	-54	-60	-89
Cc1ccc[n+](-c2nc([O-])sc2C=O)c1	-1	-3	-1	-6	7	-1.2	-6	-10	-11	-4	11
COc1ccc(CC(=O)NC(=S)Nc2cccc(CO)c2)cc1	0	-5	-15	12	2	-0.3	-19	nt	-40	nt	17
COC(=O)c1ccc(S(=O)(=O)N2CCN(CCO)CC2)n1C	-13	13	-2	3	-3	5.0	-3	-1	0	2	23
COCCn1c(COc2cccc(OC)c2)nnc1SCC(=O)NC1CCCCC1	2	-9	11	-5	10	-3.3	9	-2	-7	2	-12
COc1ccccc1C(=O)Nc1ccc(S(=O)(=O)Nc2onc(C)c2C)cc1	-4	2	-4	13	-5	-2.3	6	0	6	1	23
COC(=O)Cc1ccc(NC(=O)c2cccs2)cc1	6	1	-67	0	-36	-2.2	-55	-6	-47	-15	-7
OCC1CCCN(Cc2cn(Cc3ccccc3)nc2-c2cc3ccccc3o2)C1 (configuration not stated)	-6	8	-2	6	-19	-1.0	3	8	28	10	17
Cc1cc(Br)ccc1NC(=O)CNC(=O)CNc1cccc([N+](=O)[O-])c1	0	8	-5	6	13	-0.6	-3	1	-19	2	16
O=c1[nH]c(CN2CCN(c3ccccc3)CC2)nc2ccccc12	0	6	8	2	-10	-0.8	-10	0	-16	11	1
COc1cc(-c2nc3ccc(C)cn3c2Nc2ccc3c(c2)OCCO3)ccc1O	0	2	-32	6	-31	-0.9	-11	10	4	-7	9
COc1ccccc1-c1cccc([C@@H]2C[C@H]3[C@H](CON3C)CN2S(=O)(=O)c2ccccc2C)c1	6	-3	2	7	4	-0.4	4	-5	9	-15	4
CCOc1cc(C2C(C(=O)c3ccccc3)=C(C(=O)OC)Nc3nnnn32)ccc1O (configuration not stated)	-4	12	6	6	8	-0.2	-26	-7	-4	-10	1
NS(=O)(=O)c1ccc(CCNC(=O)COC(=O)CCN2C(=O)C3CC=CCC3C2=O)cc1 (configuration not stated)	0	-2	5	-3	-23	1.0	11	1	-25	1	2
CCc1ccc(NC(=S)N2CCN(C)CC2)cc1	-10	-7	4	1	-11	-1.9	-17	-9	-50	4	-32

Next part:
SMILES	NOD2-RIPK2 inh	ABHD5-PLIN5 inh	LRH-1 inv ag	MC4R antagonist	COUP-TFII inh	MC4R barr agon	NCOA1 inh	TLR9-MyD88 block	SRC2 inh	EBV LMP1 NFkB	NCOA3 inh
C/C(CC(=O)Nc1ccccn1)=N\NC(=O)c1cccc(C)c1	-16	-8	-15	34*	-12	1.2	-27	-2	-72	-2	-11
Cc1ccc(C(=O)c2oc3ccc(Cl)cc3c2NC(=O)CN2CCN(C)CC2)cc1	-10	4	-18	6	-4	2.7	-45	2	-15	-12	5
Cc1nc(Nc2ccc3c(c2)OCCO3)c2c(C)c(C)sc2n1	-6	6	8	-8	-2	-0.5	9	2	-8	-2	-2
CC(C)(C)OC(=O)[C@H](Cc1ccccc1)NC(=O)c1ncn2c1c(=O)[nH]c1ccc(Br)cc12	-9	-1	-7	3	-14	6.0	9	7	22	2	-6
CC(=O)Nc1c2c(nn1-c1ccc(C)cc1)CS(=O)(=O)C2	5	1	2	-1	4	-1.2	-17	3	-26	8	2
CC(O)C1CCC2C3CCC4CC(O)CCC4(C)C3C(=O)CC12C (configuration not stated)	-9	4	6	13	15	-1.2	1	-1	0	-7	15
CCN(C(=O)COC(=O)c1cccs1)c1c(N)n(Cc2ccccc2)c(=O)[nH]c1=O	-6	7	19	1	9	-1.3	4	-1	9	-3	12
CCOC(=O)C1(Cc2cccc(F)c2)CCN(CC2CC2)CC1	1	0	11	-5	13	-4.2	-7	-8	8	-2	7
Cc1cc(C(=O)NC(C)CCC(C)C)c2ccccc2n1 (configuration not stated)	-8	2	0	0	12	-3.6	1	10	9	0	0
CCOc1ccc(Br)cc1C1=CC(=O)C[C@H](c2ccc(OC)cc2)C1	-12	1	2	-17	0	-1.1	12	1	16	2	19
CN(C)N=Nc1ccc(S(=O)(=O)N2CCSC2C(=O)O)cc1 (configuration not stated)	11	-1	-10	-9	17	-0.9	9	-1	-3	-4	1
Cn1ccc(NC(=O)Nc2cccc(C(F)(F)F)c2)n1	-6	-8	-6	-6	19	-1.9	-5	5	-10	3	1
CSC1=NNC(c2ccc(C(C)(C)C)cc2)=NN1	-11	0	-71	7	-26	-0.8	-26	3	-49	-12	-19
Cc1ccc(N2CC(C(=O)Nc3ccncc3)CC2=O)cc1 (configuration not stated)	10	8	11	8	-9	-1.0	11	1	1	1	-22
NC(=O)C1CC(=O)N(c2ccc(OCc3ccc(F)cc3)cc2)C1 (configuration not stated)	-1	-2	-88	0	-21	-0.2	-88	2	-88	-15	-93
COC(=O)CSc1nc(N)c(C#N)c(C(C)C)c1C#N	-11	-3	15	-5	-14	3.3	-5	-10	-21	0	5
COc1ccc(Cc2nc(-c3ccc(Cl)cc3)no2)cc1	2	-7	-12	2	-19	-1.8	-20	-8	-5	6	-3
OCCNc1nc(Nc2ccc(O)cc2)nc2ccccc12	-1	-3	-5	18	11	-0.3	-6	7	-7	4	10
CC1OC(CCc2cccc(Cl)c2)Cc2[nH]c(=S)[nH]c(=O)c21 (configuration not stated)	-13	-5	-24	nt	4	nt	nt	nt	-15	nt	nt
Cc1ccc(-c2cnn(-c3ccccc3)c2N)cc1	0	-9	-173	-3	-28	-0.9	-93	-10	-20	-13	-88
Cc1ccc(O)c(-c2cc(C(F)(F)F)[nH]n2)c1	5	-12	-4	1	-4	3.8	-1	6	13	1	3
Nc1ccc(-n2nnnc2CN2CCOCC2)cc1	1	-3	-4	-3	-1	0.3	3	3	8	-6	12
O=C(NCCN1CCOCC1)c1cc(-c2ccc(Cl)c(Cl)c2)on1	-7	-8	-6	3	-11	0.9	8	5	-6	4	-11
CC(=O)Nc1ccc(S(=O)(=O)CCC(=O)O)cc1	-7	1	5	2	1	-0.2	0	4	-3	-2	1
O=C1C=CC2(O[C@H](c3ccccc3)[C@@H](c3ccccc3)O2)[C@H](Sc2ccccc2O)C1	92*	94*	31	28	87*	-2.6	-131	40*	37	82*	-79

(more compounds)
SMILES	NOD2-RIPK2 inh	ABHD5-PLIN5 inh	LRH-1 inv ag	MC4R antagonist	COUP-TFII inh	MC4R barr agon	NCOA1 inh	TLR9-MyD88 block	SRC2 inh	EBV LMP1 NFkB	NCOA3 inh
CCS(=O)(=O)N1Cc2ccccc2CC1C(=O)Nc1cccc(S(=O)(=O)N(C)C)c1 (configuration not stated)	-7	-1	6	5	8	-0.9	-14	-18	-74	0	-27
Cc1cc(N2CCN(C3CCCCC3)CC2)nc2cccc(O)c12	-5	1	-17	-1	-5	-0.3	3	-3	8	7	-5
COC(=O)[C@H](CCSC)NC(=O)c1cc2c(cn1)[nH]c1ccccc12	11	0	1	-12	4	-0.7	-40	1	9	-8	19
Cc1cc(C)n(CC(=O)O)n1	1	2	7	1	14	-1.3	1	4	12	-4	3
Cc1cccc(C(=O)O/N=C2\CCCc3ccccc32)c1	-2	2	-6	-2	6	4.0	-4	-3	-22	2	10
FC(F)(F)c1cnc(Sc2nc3nccc(-c4ccc(Cl)cc4)n3n2)c(Cl)c1	-2	3	-19	8	12	1.6	-13	3	-20	8	-19
Cc1cccc(NC(=O)CSCC(=O)N2CCCc3ccccc32)c1	1	-4	5	1	15	-0.5	27	-14	8	3	-13
CN(C)c1nc(N(C)C)nc(N(C#N)CCOc2ccccc2)n1	2	-1	3	5	9	-1.1	5	-13	6	8	10
CN(c1ccccc1)S(=O)(=O)c1ccc(NC(=O)C2CCCCC2C(=O)O)cc1 (configuration not stated)	-7	4	-1	-2	9	0.3	-6	-5	-7	-4	7
CN(CCCNC(=O)CSc1cc(=O)n(C)c2cc(Cl)ccc12)Cc1ccccc1	-7	8	12	-6	-3	-2.0	9	-3	14	-2	-17
O=C(NCc1ccccc1)c1cc(=O)[nH]c2ccccc12	-6	-1	-1	1	-1	-2.5	-9	13	-27	-5	3
Cc1c(N(C)C(=O)C2CCCN2S(=O)(=O)c2ccccc2)c(=O)n(-c2ccccc2)n1C (configuration not stated)	-13	-13	13	15	6	0.8	-7	-4	4	-7	-8
NC(COCc1ccccc1)c1csc(Nc2cc(NCCCO)ncn2)n1 (configuration not stated)	-7	4	0	-1	-13	1.6	1	nt	-2	nt	-5
COC(=O)c1ccc(NC(=O)C2C3C=CC(C3)C2C(=O)O)cc1 (configuration not stated)	0	1	-1	8	-4	-1.9	-3	4	3	6	2
Cc1cc(NC(=O)/C=C/c2ccc(Br)cc2)no1	-6	-3	-17	6	-8	-2.1	-36	-1	-63	-10	-27
CCc1ccc(NC2=NCC(=O)N2Cc2ccc3c(c2)OCO3)cc1	-6	-5	-4	-5	6	1.2	-12	1	11	-7	13
Cc1cc(NC(=O)c2ccco2)c(=O)n(Cc2cccc(C(F)(F)F)c2)c1	7	4	19	3	6	1.3	14	-1	-8	2	12
